a7 integrin act – activates integrin-mediated alleviation for muscular dystrophy; alpha7betagal myoblasts, beta-gal FDG fluorescence, 48 h; Potency, µM (top dose mostly 38.3 µM), for the others: at the top dose activation, actives largely listed as activators; actives 0.064% (n = 350,000); AID 624291;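 further: potency means the concentration at half of the fitted maximal effect; 100% = response of the positive control SU9516; nearly all actives have a fitted effect of over 60% in size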
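Alpha7betagal+/- myoblasts (passage 13) were plated 16-24 hr, then exposed to compounds (1:260 dilution of DMSO stock) for 48 hours at 37C. After MPER lysis, β-galactosidase reporter activity was read as FDG fluorescence (ex 480/em 540) after 30 minutes.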
B2AR arrestin – agonists driving beta-arrestin recruitment to human beta2-adrenergic receptor; Potency, µM (series often up to 46.1 µM), inactives show at the highest dose activation, usual class: activators; beta-arrestin recruitment to beta2AR, cell-based reporter; actives 0.02% (n = 330,000); P07550;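 further: potency means the concentration at half of the fitted maximal effect; 0% = DMSO controls and full agonism = EC100 isoproterenol or metaproterenol; nearly all actives have a fitted effect of over 65% in size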
GALK inh – galactokinase (human) inhibition; P51570; Purified GALK, Kinase-Glo residual ATP luminescence; Potency, µM (doses to about 57.5 µM), for inactives: at the highest dose activity change, negative = inhibition, actives largely listed as inhibitors; actives 0.007% (n = 270,000); AID 1868; further: potency means the concentration at half of the fitted maximal effect; on the % scale 0 is the no-effect control and ±100 the full control effect
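5 nM enzyme, 35 uM ATP, 100 uM galactose, 20 mM HEPES pH8.0, 5 mM MgCl2; 1 h RT; residual ATP by Kinase-Glo Plus luminescence, qHTS format.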
Chronic BCR inh – blocks chronic active B-cell receptor signaling. Potency, µM (doses to about 46.1 µM), without a hit: top-dose ratio change, negative = lower green/red ratio, actives largely listed as inhibitors. actives 0.05% (n = 340,000). AID 493014. ABC-DLBCL IkBa-CBG/CBR reporter, luminescence ratio, 4 h; active means well fitted inhibition curve with a large enough effect in the signal ratio, with a control signal flat, not every such curve was filed as active; inconclusive means small, poorly fitted or top-dose-only effect, or effect the other way, or a change in a side signal; the % refers to the signal ratio;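 further: potency means the concentration at half of the fitted maximal effect; plate controls were basal doxycycline-induced cells for no effect and cells given 10 µM MG132 for full effect; MG132 reads +100%, hits lower the ratio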
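TMD8 ABC-DLBCL cells carrying doxycycline-inducible green luciferase fused to IkappaBalpha plus unfused red luciferase were exposed to compounds (up to 46 uM) for 4 hrs at 37C. Activity came from the overlap-corrected green/red luminescence ratio.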
TSG101-PTAP inh – blocks PTAP/TSG101 interaction to inhibit HIV-1 budding. Q99816. Fluorescence polarization, FITC-PTAP peptide / Tsg101 binding. Potency, µM (doses to about 115 µM), inactives show at the highest dose activity change, negative = inhibition, hits mostly inhibitors. 340,000 tested, under 10 active; active means well fitted inhibition curve with a large enough effect in the main read-out, with a control signal flat, not every such curve was filed as active; inconclusive means small, poorly fitted or top-dose-only effect, or effect the other way, or a change in a side signal; inactive means no such curve, though single readings can be large or run the other way; further: potency means the concentration at half of the fitted maximal effect; % of control where 0% means no effect
Target sequence (Q99816 whole entry, looked up): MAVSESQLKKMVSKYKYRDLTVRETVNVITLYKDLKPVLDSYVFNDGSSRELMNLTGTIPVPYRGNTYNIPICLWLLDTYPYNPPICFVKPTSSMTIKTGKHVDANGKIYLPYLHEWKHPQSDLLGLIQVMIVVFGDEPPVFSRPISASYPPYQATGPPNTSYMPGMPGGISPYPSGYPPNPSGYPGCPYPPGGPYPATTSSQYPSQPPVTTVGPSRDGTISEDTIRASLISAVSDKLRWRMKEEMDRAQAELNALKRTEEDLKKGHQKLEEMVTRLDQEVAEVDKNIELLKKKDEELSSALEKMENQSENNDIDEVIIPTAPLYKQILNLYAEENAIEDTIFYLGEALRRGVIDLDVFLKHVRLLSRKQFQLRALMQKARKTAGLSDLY
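Tsg101 binding domain (10 uM final) was mixed with compound and a FITC-labeled PTAP peptide (50 nM final) in HEPES pH 7.5 buffer with NaCl, Tween 20, EDTA and TCEP; fluorescence polarization was read after 20 min at r.t.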
Menin-MLL TR inh – displaces Texas Red mutant MLL peptide from human menin; Menin + Texas Red MLL mutant peptide, fluorescence polarization; Potency, µM (highest dose often 61.6 µM), without a hit: at the top dose FP activity change, negative = inhibition, most hits filed as inhibitors; actives 0.23% (n = 270,000); AID 1768; active means well fitted inhibition curve with a large enough effect in the polarisation, with a control signal flat, not every such curve was filed as active; inconclusive means small, poorly fitted or top-dose-only effect, or effect the other way, or a change in a side signal; inactive means no such curve, though single readings can be large or run the other way; the % refers to the polarisation; further: potency means the concentration at half of the fitted maximal effect; % of control where 0% means no effect; many of its hits are not listed in these tables
Giardia kill – Giardia lamblia killing; Giardia lamblia trophozoite viability; activity change, % at 7.66 µM, hits read low; actives 0.15% (n = 340,000); in the data active means activity change below about -80%; inconclusive means between about -30% and that limit;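 further: parasites exposed to compound for two days anaerobically before the ATP read; on the % scale 0 is the no-effect control and ±100 the full control effect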
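Luminescence from cellular ATP indicates surviving trophozoites (100 cells/well) following 48 hrs anaerobic compound treatment at 37 deg C; signal develops 15-30 min at room temperature.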
PKM2 act – activators of human pyruvate kinase M2; purified PKM2, Kinase-Glo ATP luminescence, activation; response scale: 0% is enzyme alone, no compound; Potency, µM (top dose mostly 57.5 µM), without a hit: at the top dose activation, actives largely listed as activators; actives 0.34% (n = 260,000); further: potency means the concentration at half of the fitted maximal effect; on the % scale 0 is the no-effect control and ±100 the full control effect; nearly all actives have a fitted effect of over 55% in size
Target sequence (P14618 whole entry, looked up): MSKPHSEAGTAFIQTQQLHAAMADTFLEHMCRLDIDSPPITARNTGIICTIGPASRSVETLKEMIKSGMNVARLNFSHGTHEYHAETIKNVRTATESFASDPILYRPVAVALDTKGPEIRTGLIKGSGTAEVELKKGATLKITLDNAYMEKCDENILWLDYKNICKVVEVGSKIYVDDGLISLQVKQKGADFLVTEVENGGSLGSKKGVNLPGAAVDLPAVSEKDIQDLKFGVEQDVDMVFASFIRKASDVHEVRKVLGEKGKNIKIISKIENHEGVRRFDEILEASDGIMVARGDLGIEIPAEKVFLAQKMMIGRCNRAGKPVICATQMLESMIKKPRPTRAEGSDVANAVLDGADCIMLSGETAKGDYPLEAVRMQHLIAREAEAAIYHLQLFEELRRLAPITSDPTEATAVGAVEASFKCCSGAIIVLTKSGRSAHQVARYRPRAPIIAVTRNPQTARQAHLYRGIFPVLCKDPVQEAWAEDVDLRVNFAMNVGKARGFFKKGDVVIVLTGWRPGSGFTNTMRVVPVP
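ATP formation by purified human PK-M2, quantified via coupled luciferase luminescence after 1 h at room temperature with 0.1 mM ADP and 0.5 mM PEP final.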
FBPA coupling cs – coupling enzyme interference in Giardia aldolase counter-screen. coupling enzyme system counterscreen, AmpLite Red fluorescence. activity change, negative = inhibition, % at 58.2 µM, hits read low. actives 0.67% (n = 290,000). AID 2472; in the data active means activity change below about -30%; further: on the % scale 0 is the no-effect control and ±100 the full control effect
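Compounds tested against the coupling enzymes alone at 57.5 uM final; readout was AmpLite Red fluorescence (525/598 nm) after 20 min at RT.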
S-ASM inh – inhibitors of human secretory acid sphingomyelinase. Potency, µM (top dose mostly 57.5 µM), for inactives: top-dose activity change, negative = inhibition, actives largely listed as inhibitors. P17405. actives 0.006% (n = 340,000). placental ASM, HMU-PC fluorogenic substrate, 60 min; further: potency means the concentration at half of the fitted maximal effect
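HMU-PC0 cleavage (9 uM final) by human placental ASM, 60 min at 37 °C following 10 min compound exposure at RT; stopped at pH 10, fluorescence Ex 386/Em 447 nm.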
Tb PFK inh – T. brucei PFK enzyme inhibition; AID 485367; actives 0.17% (n = 330,000); T. brucei PFK, ADP-Glo luminescence; Potency, µM (series often up to 57.5 µM), without a hit: at the top dose activity, negative = inhibition, most hits filed as inhibitors; O15648;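 further: potency means the concentration at half of the fitted maximal effect; 0% = uninhibited 1x PFK enzyme wells and -100% = no-enzyme wells; nearly all actives have a fitted effect of over 60% in size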
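Compounds were pin-transferred as a titration series up to 57 uM into substrate buffer (0.5 mM F6P, 0.1 mM ATP, pH 8.0), then 1.25 nM PFK was added and reactions ran 45 min before ADP-Glo detection.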
Starred values were filed as active, the others as inactive; ? = inconclusive; . = no result given; [ ] = another dose, or the depositor's remark. Unless noted, the call rests on the fitted dose curve; in most records, active means well fitted curve in the direction sought with a large enough effect; inconclusive means small, poorly fitted or top-dose-only effect, or another doubt; inactive means no such curve, though single readings can be large; an effect the other way counts as inactive or inconclusive. These rows are one share of the data, so the mix of outcomes need not match the whole.

nr	SMILES	a7 integrin act	B2AR arrestin	GALK inh	Chronic BCR inh	TSG101-PTAP inh	Menin-MLL TR inh	Giardia kill	PKM2 act	FBPA coupling cs	S-ASM inh	Tb PFK inh
1	CC(C)[C@H](NC(=O)c1ccccc1)C(=O)Nc1cccc(S(=O)(=O)N2CCOCC2)c1	24.0%	-0.2%	.	0.5%	-2.9%	.	-12.0	.	.	2.4%	-5.9%
2	O=C(Cc1cccs1)NCCS(=O)(=O)N1CCN(c2ccccc2F)CC1	-18.9%	0.4%	.	-18.1%	-2.3%	.	-3.6	.	.	-0.9%	-6.0%
3	CC1(C)Cc2c(C#N)c(NC3CCCCC3)nc(-c3ccco3)c2CO1	.	0.1%	-4.7%	?	.	?	.	23.3%	-30.4*	.	-5.4%
4	COc1ccc(-c2ccc(SCC(=O)Nc3nccs3)nn2)cc1OC	5.3%	0.0%	7.0%	0.6%	-5.7%	4.2%	-23.9	-0.1%	7.2	-1.3%	-1.6%
5	Cc1ccc(S(=O)(=O)N(C)C)cc1NC(=S)Nc1ccc2[nH]c(=O)[nH]c2c1	-31.0%	0.1%	-1.9%	-2.0%	-6.4%	16.8%	-21.2	-1.3%	-0.5	-1.8%	-4.6%
6	O=C1CSc2ccccc2N1Cc1ccccc1F	-15.7%[7.66 µM]	-0.1%	0.1%	-0.5%	-4.0%	2.8%	-15.3	-3.1%	11.7	-1.3%	-5.1%
7	Cc1cc(NC(=O)CSc2nnc(-c3cccc(F)c3)n2N)no1	0.0%	-1.1%	.	?	-0.5%	.	13.7	.	.	4.7%	-4.3%
8	Cc1onc(-c2ccccc2)c1C(=O)N[C@@H]1C(=O)N2[C@@H]1SC(C)(C)[C@@H]2C(=O)O	.	-0.6%	.	0.3%	.	4.6%	.	1.3%	6.5	.	-4.9%
9	Cc1onc(-c2ccccc2)c1-c1n[nH]c(=S)n1-c1ccc(C(=O)O)cc1	18.6%	0.0%	-2.6%	?	-3.1%	-23.6%	15.5	-8.5%	1.4	3.5%	30.0%
10	Cc1c(Br)c([N+](=O)[O-])nn1CC(=O)N1CCN(C23CC4CC(CC(C4)C2)C3)CC1	0.0%	0.0%	-0.1%	4.6%	2.3%	-12.4%	-7.1	-1.9%[0.46 µM]	0.1	-9.9%	-4.6%
11	COc1ccc(CCC(=O)NCCS(=O)(=O)N2CCN(c3ccccc3F)CC2)cc1	10.3%	0.3%	.	-7.7%	-1.0%	.	8.0	.	.	6.0%	-3.5%
12	O=C(O)c1cn2c3c(ccc(Cl)c3c1=O)OCC2	0.0%	0.0%	.	0.5%	0.3%	-24.3%	-0.7	.	-3.8	11.4%	1.0%
13	CC(C)CCNC1=NCCCCC1	-20.9%	10.2%	-1.4%	0.0%	-6.6%	9.2%	2.0	0.8%	.	0.0%	-0.8%
14	CCCCCCCCCC(=O)NNC(=O)c1c(O)c2ccccc2n(CCC)c1=O	2.6%	0.5%	-1.5%	?	-0.7%	-9.0%	-21.0	-4.3%	-0.6	0.3%	-1.0%
15	CC1CCN(S(=O)(=O)c2ccc3ncn(CC(=O)N(C)C4CCCCC4)c(=O)c3c2)CC1	-10.2%	0.0%	-0.1%	?	-3.9%	-15.4%	14.0	3.0%	8.7	1.5%	-2.0%
16	CCCCOc1ccc(C(=O)N/C(=C/C=C/c2ccccc2)C(=O)N2CCOCC2)cc1	-6.8%	1.6%	-2.5%	-0.4%	-0.4%	-11.2%	-5.5	4.4%	1.0	-11.2%	4.0%
17	Cc1ccc(-n2c(SCn3nnc4ccccc4c3=O)nnc2-c2cccnc2)c(C)c1	-20.1%	0.5%	-0.1%	1.2%	1.7%	-8.2%	1.8	9.3%	-1.8	-0.8%	0.6%
18	COc1ccc(-n2c(O)c(C=NCc3ccccn3)c3ccccc3c2=O)c(OC)c1	-10.2%	3.9%	.	0.4%	-4.1%	.	-3.1	-1.5%	-1.7	2.4%	1.6%
19	Cc1ccsc1/C=N/n1c(-c2ccncc2)n[nH]c1=S	-8.7%	-0.1%	0.7%	0.6%	-0.3%	-11.2%	3.7	-22.3%	7.0	1.0%	-1.3%
20	O=C(COc1ccccc1)Nc1ccccc1Oc1ccccc1	0.8%	-0.6%	-1.9%	-4.5%	-1.7%	-6.5%	5.2	-2.1%	4.8	-5.1%	8.0%
21	C=CCn1c(SCc2ccccc2)nc2scc(-c3ccc(C)o3)c2c1=O	-2.6%	-0.4%	-0.5%	-10.3%	-0.3%	-11.6%	17.6	17.2%	-0.7	-8.2%	1.1%
22	CCOc1ccc(CN2C(=O)c3ccccc3C2=O)cc1C(=O)NC1CC(C)(C)NC(C)(C)C1	12.6%	7.8%	.	0.6%	-9.7%	.	10.5	.	.	-1.3%	13.4%
23	O=C(CCNS(=O)(=O)c1ccccc1)NCC1CCCCC1	20.0%	-0.4%	.	-8.2%	-4.5%	.	2.9	.	.	2.3%	-1.1%
24	CN(CCOc1ccccc1)CC(=O)Nc1ccc(Cl)cc1[N+](=O)[O-]	22.1%	0.1%	3.7%	-6.6%	-0.6%	-11.4%	-24.3	1.2%	0.3	-7.6%	-0.5%
25	CCC(Cc1ccccc1)NC(=O)c1cc(S(=O)(=O)N2CCCCC2)c[nH]1 (stereo not drawn)	2.0%	-1.1%	.	-19.6%	-5.1%	-6.5%	-0.7	0.5%	0.3	-0.2%	0.9%
26	CCC(NC(=O)C1CCCO1)c1ccccc1 (stereo not drawn)	-38.0%	-0.3%	0.0%	-5.2%	-1.9%	-7.9%	9.5	0.0%	1.8	1.8%	-1.7%
27	C#Cc1cccc(C(=O)N2CCCC(C(=O)c3ccc(OC)cc3C)C2)c1 (stereo not drawn)	7.2%	0.5%	-0.4%	0.9%	-2.5%	.	-4.5	-0.4%	.	.	0.1%
28	CC(Sc1ccc(S(=O)(=O)N(C)C)cn1)C(=O)NC1CCCC1 (stereo not drawn)	-15.3%	0.0%	.	-0.2%	-1.3%	.	18.7	.	.	-3.0%	-11.1%
29	COc1ccccc1N1CCN(C(=O)c2cn(Cc3ccccc3)nc2-c2cccnc2)CC1	14.2%	-0.9%	.	3.6%	-4.1%	.	13.7	.	.	3.5%	1.0%
30	Cn1c(SCc2nnc(-c3ccccc3)o2)nc2ccccc21	10.8%	0.6%	2.5%	-17.1%	0.0%	-12.8%	-18.8	-0.1%	-9.3	-1.9%	0.6%
31	CN(C)/C=N/C(=S)Nc1ccccc1Cl	-11.4%	-0.4%	-1.5%	?	-0.3%	2.6%	0.2	-2.0%	-3.2	-3.0%	-17.6%
32	Cc1ccc(C(=O)NNC(=O)c2cc3cc4ccccc4nc3s2)cc1	-21.8%	-0.3%	-1.4%	2.0%	-1.6%	17.8µM*	4.3	0.2%	-1.0	-0.5%	4.1%
33	CN(Cc1ccccc1)C(=O)c1ccccc1N(C)S(=O)(=O)c1ccccc1	0.0%	0.4%	.	-2.4%	-6.3%	.	-7.1	.	.	-1.8%	-1.4%
34	C#CCOCCOCCOCCNc1nc(N2CCN(C(=O)[C@H](CCCCN)n3cc([C@@H](N)CC(C)C)nn3)CC2)nc(N2CCN(C(=O)[C@H](Cc3cc4ccccc4[nH]3)n3cc([C@@H](N)Cc4ccc(O)cc4)nn3)CC2)n1	7.2%	0.5%	0.2%	4.0%	-1.4%	?	7.3	2.8%	0.7	4.3%	1.7%
35	Cc1ccccc1C(=O)Nc1ccc(N2CCN(C)CC2)nc1	?	0.1%	0.2%	0.8%	-1.5%	-3.7%	14.5	-7.4%	-0.8	5.8%	-1.7%
36	COc1cc(C=O)ccc1OCC(=O)N1CCCC1	8.9%	0.4%	-0.6%	?	0.4%	10.0%	-5.3	-2.7%	-0.5	-3.4%	-4.1%
37	CCOC(=O)C1CCCN(C(=O)Nc2ccccc2)C1 (stereo not drawn)	12.5%	-0.2%	2.2%	-25.4%	-3.1%	-8.5%	2.3	-2.8%	1.4	3.0%	2.7%
38	O=C(CSc1nnnn1-c1ccccc1)c1ccc(O)cc1O	18.2%	0.0%	-2.4%	-7.2%	-3.8%	.	-6.7	-2.7%	5.0	-1.7%	-0.2%
39	Cc1ccc(S(=O)(=O)N2CCN(C(=O)CSC3CCCC3)CC2)c(C)c1	-19.4%	0.0%	-0.7%	?	-1.5%	-24.3%	18.5	26.9%	-1.3	1.1%	-1.4%
40	COc1ccccc1NC(=O)Nc1nc2ccc(S(N)(=O)=O)cc2s1	-12.1%	-0.4%	0.6%	?	3.2%	?	3.1	.	0.3	-1.6%	1.8%
41	CC1CCN(S(=O)(=O)c2ccc(NC(=O)CCN3C(=O)c4ccccc4C3=O)cc2)CC1	20.8%	-1.6%	2.4%	-17.0%	0.6%	10.1%	-14.3	-4.3%	1.1	-1.4%	2.5%

Screening data from PubChem.
